High-throughput results as filed in PubChem.
A3A deaminase = APOBEC3A ssDNA deaminase inhibitors, primary screen, selectivity assay for APOBEC3G inhibitor project, biochemical, FAM/TAMRA oligo cleavage fluorescence; inhibition, % at 20 µM; DNA dC->dU-editing enzyme APOBEC-3A (Homo sapiens), P31941; actives 0.41% (n = 330,000); recombinant A3A, FAM/TAMRA ssDNA deamination fluorescence; AID 493011, 2011;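 active means at least 40% inhibition at 20 µM here, with at most 30% in a related deaminase screen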;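 further: plate controls were A3A with DMSO for no effect and wells lacking A3A enzyme for full effect; some results filed as inactive read as strong as hits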
Target sequence (P31941 whole entry, looked up): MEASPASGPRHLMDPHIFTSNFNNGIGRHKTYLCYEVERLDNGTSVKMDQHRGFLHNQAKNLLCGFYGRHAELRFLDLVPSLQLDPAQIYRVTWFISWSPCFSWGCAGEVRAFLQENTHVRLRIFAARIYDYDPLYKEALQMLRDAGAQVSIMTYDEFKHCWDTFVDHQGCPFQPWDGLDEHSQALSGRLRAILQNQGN
hIAP block = human IAP inhibitors, primary screen, biochemical, luminescence, uHTS; Intestinal-type alkaline phosphatase (Homo sapiens), P09923; purified IAP, CDP-Star luminescence, 30 min; inhibition, % at 10 µM; actives 0.12% (n = 330,000); AID 2544, 2010;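 active means inhibition reaching a set limit with compound at 10 µM in the primary screen, cut at about 35% in these data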;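 further: plate controls were DMSO wells with enzyme for no effect and no-enzyme buffer wells for full effect; values of inactives mirror those of a sister screen read the other way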
tim10-1 inh = growth inhibitors of tim10-1 mutant yeast, primary screen, luminescence, uHTS. S. cerevisiae tim10-1 ts strain growth, BacTiter-Glo, 24 h. inhibition, % at 20 µM. actives 2.2% (n = 330,000). AID 463190, 2010;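 active means inhibition of at least 40%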;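 further: mutant grown at 25 °C; 0% = DMSO wells with yeast and 100% = wells holding no yeast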
beta cell repl = inducers of MIN6 beta-cell proliferation, primary screen, ATP luminescence, uHTS | MIN6 cells proliferation, ATPlite luminescence, 48 h; cells starved in 0.2% serum; 100% = growth in 10% serum | proliferation, % at 10 µM | actives 0.29% (n = 330,000) | AID 2380, 2010;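 active means compounds whose signal lies at least 3.5 SD above the mean of all wells on their plate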;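 further: 0% = DMSO-treated cells in low-serum medium and 100% = 10% serum control; some compounds called inactive have numbers as strong as hits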
mIAP inh = inhibitors of mouse IAP, primary screen, biochemical, luminescence, uHTS. intestinal alkaline phosphatase [Mus musculus]. purified mouse IAP, CDP-Star luminescence, 30 min. inhibition, % at 10 µM. actives 0.2% (n = 330,000). AID 2806, 2010;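 active means inhibition of at least 40% at 10 µM in the primary screen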;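 further: plate controls were DMSO with enzyme for no effect and no enzyme wells for full effect; values of inactives mirror those of a sister screen read the other way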
TIM10 inh = growth inhibitors of isogenic TIM10 control yeast, primary screen, counter-screen for tim10-1 yeast inhibitor project, luminescence, uHTS; S. cerevisiae TIM10 strain growth, BacTiter-Glo luminescence, 24 h; inhibition, % at 10 µM; actives 1.4% (n = 330,000);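 active means inhibition of 40% or more at the single tested concentration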;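 further: wild-type TIM10 isogenic control strain grown at permissive 25 °C; 0% = DMSO yeast wells and 100% = minimal medium wells without yeast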
A3G deaminase = APOBEC3G DNA deaminase inhibitors, primary screen, biochemical, fluorescence, single-stranded DNA substrate, uHTS. recombinant A3G, ssDNA deamination FAM/TAMRA fluorescence. inhibition, % at 20 µM. actives 0.28% (n = 330,000). AID 493012, 2011;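 active means inhibition of at least 40% at 20 µM, with no more than 30% in the related APOBEC3A deaminase screen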;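 further: plate controls were DMSO wells with A3G for no effect and wells lacking A3G enzyme for full effect; some compounds called inactive have numbers as strong as hits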
Target sequence (Q9HC16 whole entry, looked up): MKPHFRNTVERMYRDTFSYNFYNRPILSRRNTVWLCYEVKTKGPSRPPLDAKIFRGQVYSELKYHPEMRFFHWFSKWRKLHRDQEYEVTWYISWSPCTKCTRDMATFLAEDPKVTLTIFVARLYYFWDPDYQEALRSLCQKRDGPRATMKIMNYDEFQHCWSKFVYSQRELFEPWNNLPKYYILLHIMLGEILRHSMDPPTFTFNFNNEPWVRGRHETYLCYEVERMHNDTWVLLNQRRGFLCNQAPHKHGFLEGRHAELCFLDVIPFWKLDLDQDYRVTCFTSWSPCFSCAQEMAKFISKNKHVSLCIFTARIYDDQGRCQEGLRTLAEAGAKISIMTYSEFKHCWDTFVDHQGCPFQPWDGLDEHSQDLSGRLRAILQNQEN
NALP3 yeast inh = NALP3 inflammasome inhibitors in reconstituted yeast, primary screen, luminescence, uHTS; AID 2825, 2010; actives 0.39% (n = 330,000); inhibition, % at 10 µM; Yeast reconstituted NLRP3/ASC/caspase-1, beta-gal luminescence, 24 h;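 active means inhibition of 50% or more; inactive means inhibition below 50%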;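 further: plate controls were induced DMSO wells for no effect and uninduced yeast grown without galactose for full effect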
mIAP activ = activators of mouse IAP, primary screen, biochemical, luminescence, uHTS; intestinal alkaline phosphatase [Mus musculus]; muIAP, CDP-Star luminescence, 30 min; active compounds read high; 1 = vehicle-only enzyme signal, 0 = enzyme-free wells; activation factor at 10 µM; actives 0.24% (n = 330,000); AID 2805, 2010;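 active means activation factor of at least 2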; further: the source names both 10 and 20 µM as test concentration; values of inactives mirror those of a sister screen read the other way
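System: mouse IAP enzyme. Reagent: CDP-Star chemiluminescent phosphatase substrate. Benchmarks: DMSO wells, no-enzyme wells. Times: 30 min enzyme-substrate-compound incubation at room temperature. Detection: luminescence from enzymatic CDP-Star hydrolysis. Doses: test compounds delivered from DMSO solution.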
Active calls of the source: *; x = no result given.

SMILES	A3A deaminase	hIAP block	tim10-1 inh	beta cell repl	mIAP inh	TIM10 inh	A3G deaminase	NALP3 yeast inh	mIAP activ
O=c1cc(CO)oc(C(Nc2ccccn2)c2cccc(F)c2)c1O (stereo not drawn)	-2	4	-9	0	-12	0	-2	7	1.1
Cc1cc2ncn(C(=O)c3cc(-c4ccccc4)nc4ccccc34)c2cc1C	2	0	19	0	3	12	3	23	0.97
Cc1ccccc1C(=O)N/N=C/c1ccc([N+](=O)[O-])s1	-1	5	33	-4	28	52*	-2	15	0.72
COCC(C)NC(=O)NC1(C(F)(F)F)Oc2ccc(Cl)cc2O1 (stereo not drawn)	0	-1	21	-5	6	13	2	2	0.94
CC1CCN(C(=O)COC(=O)CNC(=O)C23CC4CC(CC(C4)C2)C3)CC1	1	5	1	1	-1	-2	-6	-1	1
CC(O)CC(=O)NOCc1ccccc1 (stereo not drawn)	3	x	5	x	6	14	2	x	0.94
CCc1nc2oc3cc(OC)ccc3c(=O)c2c(=O)n1Cc1ccco1	12	0	38	-2	5	23	13	-13	0.95
O=C(CCc1nc2ccccc2c(=O)[nH]1)N1CCN(S(=O)(=O)c2ccccc2Br)CC1	-4	-16	-3	-2	5	-5	-6	8	0.95
CCn1cc(/C=C(\NC(=O)c2ccc(OC)c(OC)c2)C(=O)N2CCN(C)CC2)c2ccccc21	-2	-28	-16	3	-3	-2	-2	5	1
O=C(Nc1nccs1)c1ccc(N2CCOCC2)c([N+](=O)[O-])c1	6	5	11	-2	1	-1	10	9	0.99

(continued)
SMILES	A3A deaminase	hIAP block	tim10-1 inh	beta cell repl	mIAP inh	TIM10 inh	A3G deaminase	NALP3 yeast inh	mIAP activ
O=C(NC(=S)NCCC1=CCCCC1)c1ccc(Br)o1	-4	-8	29	-2	3	-8	-6	12	0.97
O=S(=O)(c1cccc2nsnc12)N1CCOCC1	-2	6	0	-4	-5	5	-3	0	1
CCOc1ccc(OCC(=O)N(C)c2c(N)n(Cc3ccccc3)c(=O)[nH]c2=O)cc1	8	-2	-6	-4	-9	-10	-1	11	1.1
COc1cc(OC)cc(C(=O)N[C@H](C(=O)NCc2ccco2)C(C)C)c1	-7	-8	0	-1	-20	5	-2	4	1.2
O=c1c(Cc2c(F)cccc2Cl)c(O)ccn1Cc1ccc2c(c1)OCO2	-3	-2	9	3	2	-1	-11	15	0.98
CCOC(=O)Cc1csc(NC(=O)COc2c(C)cccc2C)n1	0	-3	20	-1	1	10	-7	17	0.99
COc1ccc(C2=NN(C(C#N)c3ccc(OC)c(OC)c3)C(c3ccccc3)C2)cc1 (stereo not drawn)	-5	-33	21	-5	-12	31	-2	41	1.1
COCCNC(=S)N(CCc1c(C)[nH]c2ccccc12)Cc1ccco1	-3	4	4	2	6	17	-6	10	0.94
CCCc1cc(=O)[nH]c(SCC(=O)c2cc(C)n(-c3c(C)n(C)n(-c4ccccc4)c3=O)c2C)n1	-3	-13	19	-3	-10	15	-3	7	1.1
C=CCN1CCN(C(c2cccc(OC)c2OC)c2nnnn2CCC(C)C)CC1 (stereo not drawn)	2	-7	6	2	-1	23	-5	15	1

Further records follow:
SMILES	A3A deaminase	hIAP block	tim10-1 inh	beta cell repl	mIAP inh	TIM10 inh	A3G deaminase	NALP3 yeast inh	mIAP activ
CCn1c(COc2cccc3ccccc23)nnc1SCC(=O)OC1CCCCC1	2	6	18	-4	-2	14	-5	20	1
CN(CC(=O)Nc1ccncc1)S(=O)(=O)c1ccccc1	-2	-9	-4	-4	-11	-13	-5	11	1.1
COCCN(C(=O)COC(=O)/C=C/c1ccc(C(F)(F)F)cc1)c1c(N)n(Cc2ccccc2)c(=O)[nH]c1=O	-3	-15	4	-3	4	-2	-7	10	0.96
O=C(c1ccccc1)c1ccc(-c2ccc(O)cc2)cc1	-3	22	24	-2	16	4	-5	35	0.83
CN(Cc1ccc(Br)s1)C(=O)CNC(=O)c1ccc2c(c1)OCO2	0	10	-7	-3	-4	2	1	15	1
COCCn1c(SCC(=O)N2CCCc3ccccc32)nnc1-c1ccoc1C	-2	4	11	5	6	14	-6	-6	0.94
CCOc1cccc2cc(C(=O)N3CCc4ccccc4C3)c(=O)oc12	-1	19	33	3	3	32	-6	10	0.97
CCOC(=O)c1ccc(CN(Cc2ccc(C)cc2)S(=O)(=O)c2cccc([N+](=O)[O-])c2)cc1	2	2	7	2	3	-5	-8	11	0.97
NS(=O)(=O)c1ccc(NC(=O)COc2ccc(S(=O)(=O)N3CCCC3)cc2)cc1	-2	8	5	0	1	1	10	12	0.99
O=C1OCCN1C(=O)[C@H]1[C@H](c2ccccc2)C(c2ccc(F)cc2)=NN1c1ccc(Br)cc1	3	x	21	x	-7	22	0	x	1.1

Next entries follow:
SMILES	A3A deaminase	hIAP block	tim10-1 inh	beta cell repl	mIAP inh	TIM10 inh	A3G deaminase	NALP3 yeast inh	mIAP activ
CCOc1ccc(-c2[nH]nc3c2C(c2ccc(O)cc2)C(C#N)=C(N)O3)cc1 (stereo not drawn)	2	-7	2	-1	8	15	-2	0	0.92
CS(=O)(=O)c1[nH]nc(-c2cccc(Cl)c2)c1C#N	-2	2	-11	-1	6	8	-7	9	0.94
COC(CNC(=O)CCc1c(C)nc2c(-c3ccccc3)c(C)nn2c1C)OC	4	8	1	-2	-4	10	-2	14	1
Cc1ccccc1C(=O)NC1CCN(Cc2nnnn2CCc2ccccc2)CC1	-2	10	6	3	8	8	-4	7	0.92
Cc1cccc(OCC(=O)N2CCN(C(=O)c3ccc([N+](=O)[O-])cc3)CC2)c1	-4	7	4	-2	2	9	-9	11	0.98
COc1ccc(C/C(N)=N/n2cnnc2)cc1	-4	-1	-9	-1	12	3	-8	16	0.88
O=C(c1ccc2ccccc2c1)N1CCN(Cc2ccccc2)CC1	-2	1	-9	-1	-4	-4	-6	31	1
CC1(C)CC(NC(=O)c2ccc3c(c2)OCO3)CC(C)(C)N1	-1	1	-3	-2	-6	-7	-4	-27	1.1
COC(=O)c1cn(-c2ccccc2)nc1-c1ccccc1	0	-1	11	-2	-7	11	-2	30	1.1
O=C(NCc1cccnc1)c1ccc(Cl)c(S(=O)(=O)Nc2ccccc2C(=O)NCc2cccnc2)c1	-1	-1	21	-2	-4	-18	-2	11	1

(continued)
SMILES	A3A deaminase	hIAP block	tim10-1 inh	beta cell repl	mIAP inh	TIM10 inh	A3G deaminase	NALP3 yeast inh	mIAP activ
CCn1ncc(Br)c1C(=O)NC1CCCCCCC1	-1	-10	-10	4	6	-10	-4	-1	0.94
COc1ccccc1Oc1coc2cc(O)ccc2c1=O	3	-24	6	1	-2	5	-2	15	1
O=C(COc1ccc2c(C(F)(F)F)cc(=O)oc2c1)Nc1ccc(N2CCOCC2)cc1	2	-11	-7	-3	-3	0	-2	10	1
CCC(=O)NC(=S)Nc1ccccc1C(F)(F)F	4	7	8	-1	-4	-4	5	5	1
CC(C)N(C(=O)CN1C(=O)NC(c2ccccc2)(c2ccccc2)C1=O)C(C)C	-1	2	-22	2	-9	8	-9	-4	1.1
CC(NC(=O)C1CC1)C(c1cccs1)N1CCOCC1 (stereo not drawn)	5	-8	-7	-3	-3	2	0	0	1
CCOC(=O)c1c(C)nc(C)c(C(=O)OCC)c1-c1ccc(O)c(OC)c1	-2	8	16	-2	6	14	2	6	0.94
Cc1ccsc1C(=O)OCC(=O)Nc1cccc(S(=O)(=O)N2CCOCC2)c1	-2	3	12	3	-8	17	-1	0	1.1
CCCC1=C([O-])C2N=CC=CC2=[N+](c2ccccn2)C1=O (stereo not drawn)	2	0	11	0	20	9	-8	4	0.8
CC1CN(S(=O)(=O)c2ccc(C(=O)Nc3nccs3)cc2)CC(C)O1 (stereo not drawn)	2	-5	2	0	1	7	-1	4	0.99

The list continues.
SMILES	A3A deaminase	hIAP block	tim10-1 inh	beta cell repl	mIAP inh	TIM10 inh	A3G deaminase	NALP3 yeast inh	mIAP activ
CN(Cc1cccnc1)C(=O)CNC(=O)COc1ccccc1	-1	-6	3	-1	-2	-14	-5	-27	1
CCOC(=O)c1ccccc1NC(=S)N1CCC(C)CC1	-3	10	23	0	-7	21	-1	-36	1.1
Nc1nnc(-c2cccc(F)c2)s1	-1	-29	-8	4	-26	1	1	14	1.3
CCn1c(C(=O)N2CCC(C(=O)NCc3cccs3)CC2)cc2sccc21	-3	11	-9	4	-7	6	-6	12	1.1
COc1cccc(-c2cc(C(F)(F)F)n3ncc(C(=O)N4CCc5ccccc5C4)c3n2)c1	-4	-7	27	-5	10	10	-10	1	0.9
CCOC(=O)c1c(-c2ccc(Cl)cc2)c(C#N)c(=O)n(N)c1N	-1	13	-3	-1	-2	-3	-7	-4	1
Cc1cc(C)c(S(=O)(=O)c2ccccc2)c(N2CCOCC2)n1	3	2	13	4	0	-3	-1	12	1
CC1CCN(C(=O)CN(Cc2ccc(Cl)cc2)S(C)(=O)=O)CC1	0	30	17	0	-1	9	-4	18	1
O=C(CSc1nccc(=O)[nH]1)NN(c1ccccc1)c1ccccc1	-2	8	8	-3	3	4	-2	-11	0.97
COc1ccccc1CNC(=O)C1CSC2(C)CCC(=O)N12 (stereo not drawn)	-1	6	-4	8	-4	7	36	9	1
CSc1cccc(CNC(=O)C2CCC(=O)N(CCc3ccccn3)C2)c1 (stereo not drawn)	0	-2	-13	-3	6	-2	-2	9	0.94
